PLCg1 inh = PLC-gamma1 enzyme inhibitors, primary screen, biochemical, fluorescence, purified enzyme. 1-phosphatidylinositol 4,5-bisphosphate phosphodiesterase gamma-1 (Homo sapiens), P19174. fluorogenic substrate. inhibition, % at 12.2 µM. 0.84% of 370,000 active. AID 720700, 2013; in the data active = inhibition above about 9.5%
ssDAF12 agonist = S. stercoralis DAF-12 nuclear receptor activators, primary screen, cell-based, luminescence, HEK293, GRIP1 co-expression, lit1-tk-luc; 1% of 370,000 active; HEK293 ssDAF-12/GRIP1 lit1-tk-luc reporter; % of 3 µM dafachronic acid response; AID 652126, 2013; activation, % at 6.8 µM;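 active = activation above the mean over all tested compounds plus 3 SD, cut at about 0.9% in these data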;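 note: 0% = DMSO-only wells and 100% = 3 µM delta7-dafachronic acid wells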
hcDAF12 agonist = H. contortus DAF-12 nuclear receptor activators, primary screen, cell-based, luminescence, HEK293, lit1-tk-luc reporter. HEK293 hcDAF-12 lit1-tk-luc reporter; 0% DMSO, 100% Δ7-dafachronic acid. activation, % at 6.8 µM. 1.4% of 370,000 active. AID 652067, 2013;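 active = activation above the mean of all tested compounds plus 3 SD, cut at about 5.5% in these data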;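 note: 100% = response to 3 µM Δ7-dafachronic acid high control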
ADAM17 inh = ADAM17 inhibitors, primary screen, biochemical, QFRET; AID 720648, 2013; inhibition, % at 6.95 µM; recombinant ADAM17, EDANS/DABCYL FRET peptide cleavage; 0.83% of 370,000 active;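 active = inhibition above the mean of compounds lying between control limits plus 3 SD, set per campaign, cut at about 8.5% in these data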;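 note: 0% = DMSO-only wells as the low control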
Target sequence (P78536 215-824 limits assumed): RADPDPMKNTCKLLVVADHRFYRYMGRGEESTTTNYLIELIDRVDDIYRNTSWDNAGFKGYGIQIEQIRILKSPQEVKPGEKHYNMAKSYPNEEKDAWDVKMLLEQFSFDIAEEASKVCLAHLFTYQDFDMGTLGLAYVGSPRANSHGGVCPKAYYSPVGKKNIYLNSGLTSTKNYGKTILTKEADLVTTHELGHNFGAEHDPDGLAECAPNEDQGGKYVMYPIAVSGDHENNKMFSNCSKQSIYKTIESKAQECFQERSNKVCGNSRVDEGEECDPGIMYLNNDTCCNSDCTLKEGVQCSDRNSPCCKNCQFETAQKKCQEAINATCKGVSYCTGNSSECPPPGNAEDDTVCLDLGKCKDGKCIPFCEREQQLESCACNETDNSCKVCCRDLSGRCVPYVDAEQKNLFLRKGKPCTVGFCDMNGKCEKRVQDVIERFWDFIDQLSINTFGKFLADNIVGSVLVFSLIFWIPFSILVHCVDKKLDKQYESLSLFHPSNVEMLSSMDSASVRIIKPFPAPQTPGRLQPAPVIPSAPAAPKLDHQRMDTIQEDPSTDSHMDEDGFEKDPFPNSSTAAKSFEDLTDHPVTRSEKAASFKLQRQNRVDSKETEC
MBD2 DNA inh = inhibitors of MBD2 binding to methylated DNA, primary screen, biochemical, TR-FRET, DNA-binding domain, human | 0.31% of 370,000 active | inhibition, % at 4.4 µM | MBD2 binding to methylated oligonucleotide; in the data active = inhibition above about 13%
Target sequence (Q9UBB5 whole entry, looked up, the tested form may be a part): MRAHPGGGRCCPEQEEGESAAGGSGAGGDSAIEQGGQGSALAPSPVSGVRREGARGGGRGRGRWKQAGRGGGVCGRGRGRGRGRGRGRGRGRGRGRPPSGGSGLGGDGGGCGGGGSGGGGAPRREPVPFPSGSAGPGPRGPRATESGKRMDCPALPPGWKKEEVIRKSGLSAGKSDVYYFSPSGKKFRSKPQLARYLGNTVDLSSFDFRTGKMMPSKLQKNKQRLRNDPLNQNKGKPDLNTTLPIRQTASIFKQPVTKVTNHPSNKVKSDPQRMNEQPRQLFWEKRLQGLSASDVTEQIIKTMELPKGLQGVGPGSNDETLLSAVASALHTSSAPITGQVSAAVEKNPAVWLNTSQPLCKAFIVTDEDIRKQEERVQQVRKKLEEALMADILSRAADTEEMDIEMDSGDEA
DAX1 inh-1 = DAX1 (NR0B1) inhibitors on StAR promoter, primary screen, cell-based, luminescence, SF-1 (NR5A1), full-length DAX-1 | HEK293T StAR-luciferase reporter, SF-1/DAX-1 repression relief | inhibition, % at 6.8 µM | 1.1% of 370,000 active | AID 652010, 2013;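 active = inhibition above the mean over all tested compounds plus 3 SD, cut at about 3.6% in these data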;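 note: 0% = DAX-1 cells with DMSO and 100% = cells lacking DAX-1 with DMSO; higher inhibition means more luminescence from relief of DAX-1 repression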
SMARCA2 activ = SMARCA2 (BRM) function activators, primary screen, cell-based, luminescence, high throughput | activation, % at 9.1 µM | MG213 cells, MMTV-luciferase reporter, dexamethasone, overnight | 1% of 370,000 active; in the data active = activation above about 7.8%;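 note: 0% = vehicle wells and 100% = reference activator wells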
hgDAF12 agonist = H. glycines DAF-12 receptor agonists, primary screen, cell-based, luminescence, HEK293, GAL4 fusion, UAS-luciferase; Nuclear hormone receptor DAF-12 (Heterodera glycines), GAL4 fusion; HEK293 GAL4-hgDAF12 UAS-luciferase reporter, agonist luminescence; normalized to butyrate control; activation, % at 6.8 µM; 1.8% of 370,000 active; AID 687014, 2013;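 active = activation above a cutoff set at the mean of all screened compounds plus 3 SD, cut at about 10% in these data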;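 note: 0% = DMSO wells and 100% = sodium butyrate wells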
PLCb3 inh = human PLC-beta3 inhibitors, primary screen, biochemical, fluorescence. 1-phosphatidylinositol 4,5-bisphosphate phosphodiesterase beta-3 (Homo sapiens), Q01970. Purified PLC-beta3, fluorogenic substrate. inhibition, % at 12.2 µM. 0.18% of 370,000 active. AID 720704, 2013; in the data active = inhibition above about 11%;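 note: 0% = median of compound wells on plate and 100% = full blocker control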
DAX1 inh-2 = DAX1 (NR0B1) inhibitors, primary screen, cell-based, HEK293, Gal4-DAX1, luciferase luminescence; Nuclear receptor subfamily 0 group B member 1 (Homo sapiens), P51843; HEK293 Gal4-DAX1 luciferase reporter; inhibition, % at 6.75 µM; 0.99% of 340,000 active; AID 504766, 2011;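 active = inhibition above the mean over all tested compounds plus 3 SD, cut at about 4.2% in these data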;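 note: 0% = DAX1-transfected cells with DMSO and 100% = empty-vector control cells with DMSO; inhibition shows as a rise in luminescence from relieved DAX1 repression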
Rev-erbA mod = modulators of Rev-erb alpha DNA binding, primary screen, biochemical, FITC-DNA, fluorescence polarization, uHTS | AID 1259318, 2017 | activity, % at 10 µM | 0.79% of 370,000 active | Rev-erbα–FITC-DNA binding, 90 min | Nuclear receptor subfamily 1 group D member 1 (Homo sapiens), P20393;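 active = activity above about 14%, limit read from the data; passing the limit was not always enough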;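 note: 0% = DMSO wells with 35 nM protein and 100% = DMSO wells with 750 nM protein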
Starred values were filed as active, the others as inactive; / = not tested or not shown.

Compound | PLCg1 inh | ssDAF12 agonist | hcDAF12 agonist | ADAM17 inh | MBD2 DNA inh | DAX1 inh-1 | SMARCA2 activ | hgDAF12 agonist | PLCb3 inh | DAX1 inh-2 | Rev-erbA mod
O=C(N1CCOCC1)C12CCC3CC(CC(C3)C1)C2 | 1 | -1.3 | -0.4 | -4 | -2 | 0.1 | 0 | 0.2 | 2 | 1.7 | -4
CCOc1ccc(Cn2c3ccc(OC)cc3c3nc4ccccc4nc32)cc1 | 0 | -1.2 | -1.9 | 1 | -2 | 0.4 | -3 | 0.5 | -1 | 0.2 | -20
COc1cc(NS(=O)(=O)c2ccc(NC(=O)C3CCCO3)cc2)nc(OC)n1 (stereo unspecified) | 7 | -1.8 | -0.9 | -5 | 2 | -0.2 | -2 | -4.0 | 3 | -0.1 | -2
Cc1ccccc1-n1nnnc1SCC(C)C | -1 | -1.4 | 0.1 | -2 | 1 | -0.2 | 0 | 2.7 | 0 | 0.1 | -3
O=C(Nc1nccs1)c1cc(-c2ccccc2)nc2ccccc12 | 6 | -0.7 | -2.5 | 8 | -2 | -0.9 | -3 | -1.1 | 2 | -1.0 | -4
O=C(Nc1ccccc1N1CCOCC1)c1cc2c(s1)CCCCC2 | -3 | -0.4 | -0.6 | -2 | 5 | 1.4 | 1 | 1.8 | -10 | -0.7 | -3
O=C(Nc1cccc(-c2ccc3nncn3n2)c1)C(F)(F)F | 5 | -1.0 | -0.2 | 1 | -9 | -1.1 | 0 | -0.7 | -4 | 0.1 | -1
COc1cc(NC(=O)c2cc(C)nc3ccccc23)cc(OC)c1 | -1 | -1.4 | -0.4 | -3 | 0 | 0.2 | -2 | -0.2 | -1 | -1.2 | -5
Cc1ccc(S(=O)(=O)N2CCCC2CNC(=O)C(=O)NC2CC2)cc1 (stereo unspecified) | 0 | -1.1 | -1.6 | -4 | -4 | 0.1 | -1 | -1.1 | -8 | -0.1 | 6
C/C(=N\NC(=O)c1ccccc1)c1ccc2c(c1)OCO2 | 0 | -0.9 | 3.2 | 0 | -1 | 3.2 | 5 | 3.7 | 3 | 5.2* | 2
Cc1ccc(N(C(=O)CNC(=O)c2cccs2)C(C(=O)NC2CCCC2)c2ccncc2)cc1 (stereo unspecified) | 0 | -0.9 | 2.4 | 0 | 0 | -0.4 | 1 | 0.2 | -1 | -1.7 | -3
COc1cc(N)c(Cl)cc1C(=O)OCC(=O)c1cccs1 | -2 | -1.5 | -1.8 | -8 | -8 | -0.5 | 0 | -0.2 | -7 | -0.6 | 3
CC(C)(/C=N/NC(=O)CSCc1ccccc1Cl)CCC#N | -1 | -1.1 | 0.7 | -4 | 6 | -0.4 | -4 | 3.5 | 3 | 0.5 | 3
Cn1nnnc1SCCOc1ccc(C#N)cc1 | 4 | -1.1 | -0.9 | 0 | -5 | 0.2 | 4 | 0.5 | 8 | 0.5 | -7
COc1cc(OC)cc(-c2c(-c3cccs3)c3cc(-c4ccc(CN5CCOCC5)cc4)ccc3n2C)c1 | -223 | -1.7 | 0.5 | -6 | -2 | -0.2 | 0 | -1.5 | -319 | -0.4 | 2
CC(C)CN1C(=O)[C@@]2(CC(=O)N(C)C2c2ccccc2)c2cc(-n3cc(CCCC#N)nn3)ccc21 (stereo partly specified) | 2 | -1.0 | -2.0 | 0 | -5 | 1.5 | -3 | -0.3 | 1 | / | 3
CCc1c(C2(O)CCCCC2)[nH]c2ncccc12 | -6 | -1.5 | -1.0 | -5 | 0 | -0.4 | 0 | -1.0 | -6 | 0.7 | -4
COC(=O)[C@]12C[C@H](CC(=O)NCCc3ccccc3OC)C(=O)N(Cc3ccc4c(c3)OCO4)C1=C[C@H](C(C)C)O[C@@H]2C1CC1 | -3 | -1.0 | -3.5 | 4 | 5 | -1.7 | 2 | -1.2 | -5 | / | 3
O=C(NCCC1=CCCCC1)c1ccc(F)cc1 | -1 | -0.2 | 4.7 | -3 | 4 | 6.4* | 6 | 11* | 3 | -1.1 | -1
COc1ccc(C(=O)CSC#N)cc1OC | -4 | -0.8 | -0.2 | 4 | -3 | -0.8 | -2 | 13* | -1 | 2.0 | 2
COC(=O)C1CCN(C(=O)c2oc3c(Cl)cc(C)cc3c2C)CC1 | -1 | 0.4 | 3.5 | -2 | -1 | 2.2 | 9.1* | 14* | -3 | 1.2 | -2
Cc1nnc(SCC(=O)N2CCOCC2)c2ccccc12 | -1 | -0.9 | -1.7 | -2 | -5 | 0.8 | 1 | 0.3 | -8 | 1.8 | 4
O=C(CC(C(=O)O)c1ccccc1)Nc1cccc2ccccc12 (stereo unspecified) | -3 | -0.7 | 2.8 | -4 | -4 | 0.3 | -1 | 0.2 | -1 | -0.2 | 0
CCCCOc1ccc(/C=C/C(=O)N(CC)CC(=O)Nc2ccc3c(c2)OCCO3)cc1OC | -13 | -1.3 | -2.0 | -21 | 3 | -4.9 | -1 | -2.9 | -30 | -2.4 | 1
CC(/C=N/n1c(-c2ccco2)n[nH]c1=S)=C\c1ccco1 | 0 | -1.9 | -2.4 | 2 | -4 | 0.0 | -2 | -1.6 | 3 | -0.6 | -10
Cc1noc(C)c1NC(=O)N(C)C[C@@H]1Oc2ncc(C#CC3CC3)cc2C(=O)N([C@@H](C)CO)C[C@@H]1C | 1 | -0.7 | 0.5 | 0 | -1 | -0.5 | -3 | 3.1 | 2 | 0.9 | -6
Cc1cccc(C(c2c(C)nn(-c3ccccc3)c2N)c2c(C)nn(-c3ccccc3)c2N)c1 | 1 | -1.5 | -0.6 | 5 | -3 | 0.6 | -2 | -4.5 | 1 | 1.0 | 1
CCCC(C)NC(=O)CC1Oc2ccccc2NC1=O (stereo unspecified) | 1 | -0.8 | -2.4 | 1 | 0 | 0.7 | -6 | 1.6 | -1 | / | -4
Cc1cc(C)nc(NC(C)(C)C(=O)O)n1 | 0 | -2.1 | -1.7 | -2 | -3 | 0.0 | -1 | 0.6 | -3 | -0.1 | 3
COc1ccc(NC2CCCN(C(=O)c3ccccc3-c3ncc[nH]3)C2)cc1 (stereo unspecified) | 1 | -1.0 | -2.0 | 1 | -3 | 0.5 | -2 | -2.9 | 1 | -0.2 | -2

Compounds listed so far containing fluorine, in the order listed:
Compound | PLCg1 inh | ssDAF12 agonist | hcDAF12 agonist | ADAM17 inh | MBD2 DNA inh | DAX1 inh-1 | SMARCA2 activ | hgDAF12 agonist | PLCb3 inh | DAX1 inh-2 | Rev-erbA mod
O=C(Nc1cccc(-c2ccc3nncn3n2)c1)C(F)(F)F | 5 | -1.0 | -0.2 | 1 | -9 | -1.1 | 0 | -0.7 | -4 | 0.1 | -1
O=C(NCCC1=CCCCC1)c1ccc(F)cc1 | -1 | -0.2 | 4.7 | -3 | 4 | 6.4* | 6 | 11* | 3 | -1.1 | -1

(further entries)
Compound | PLCg1 inh | ssDAF12 agonist | hcDAF12 agonist | ADAM17 inh | MBD2 DNA inh | DAX1 inh-1 | SMARCA2 activ | hgDAF12 agonist | PLCb3 inh | DAX1 inh-2 | Rev-erbA mod
CN(C)c1cccc(C(=O)NNC(=O)CSc2ccccc2)c1 | -19 | -1.4 | -0.2 | -3 | 5 | 0.7 | 2 | 0.7 | -32 | -0.9 | -9
CC(C)Cn1c(CCCNC(=O)c2ccco2)nc2ccccc21 | -1 | -1.5 | -0.4 | -2 | 0 | 0.1 | -3 | -1.0 | -11 | -0.1 | -6
COc1cc(C2CC(=O)Nc3ccccc3S2)cc(OC)c1OC (stereo unspecified) | 3 | -1.4 | -1.9 | 0 | -4 | -2.5 | 0 | -3.2 | 3 | -1.9 | -4
Fc1ccc(COc2ccccc2-c2ccnc3ncnn23)cc1 | -116 | -2.0 | 0.3 | -50 | -2 | 0.9 | 0 | 2.3 | -186 | 3.5 | -2
O=C(CC(c1ccccc1)c1ccccc1)NCCO | -1 | -1.2 | -1.8 | -3 | 0 | 0.3 | 0 | 0.4 | 0 | 0.7 | 3
CCOC(=O)C1=CCN(S(=O)(=O)c2ccc(C)cc2)C1c1ccccc1F (stereo unspecified) | 1 | -0.9 | -1.4 | -1 | 0 | -2.7 | -2 | -2.4 | 2 | / | 1
C=CCOc1ccccc1/C=N/n1nnnc1N | -1 | -1.0 | 1.5 | -7 | -10 | -0.6 | 1 | -0.1 | -5 | 0.4 | 8
C/C(CC(=O)Nc1cc(Cl)ccc1Cl)=N\NC(=O)c1ccccc1Br | -2 | -0.9 | -0.2 | 2 | -1 | 1.0 | 1 | 3.8 | 1 | 0.1 | -2
O=C(Nc1ccc(-c2noc(COc3ccccc3Cl)n2)cc1)c1ccco1 | -7 | -1.6 | -0.7 | 2 | 1 | -0.4 | 3 | 4.3 | -10 | 0.9 | 0
CC(=O)Nc1ccc(-c2ccnc3c2CC(C)(C(=O)Nc2ccc(Cl)cc2)O3)cc1 (stereo unspecified) | 0 | -1.8 | -2.7 | -5 | 1 | -1.7 | -4 | -3.0 | -3 | / | 2
O=C(CSc1ccc2c(c1)OCCO2)Nc1cccc(S(=O)(=O)N2CCCCC2)c1 | 4 | -0.9 | -0.2 | 1 | 1 | 0.7 | 3 | -0.5 | 7 | -0.5 | 0
COc1ccc(C(=O)Nc2c3c(nn2-c2ccc([N+](=O)[O-])cc2)CS(=O)(=O)C3)cc1 | 4 | -0.5 | 2.0 | -4 | -2 | -0.4 | -1 | 0.7 | -7 | 0.2 | -6
O=C1CCCC2=C1C(c1cccs1)n1nc(SCc3ccccc3)nc1N2 (stereo unspecified) | -192 | -1.4 | -3.0 | -81 | 8 | -0.9 | -4 | -6.7 | -317 | -0.6 | 4
O=C(Nc1ccccc1C(=O)NCC1CCCO1)c1ccccc1F (stereo unspecified) | -2 | -0.8 | -0.1 | -5 | 4 | -0.8 | -3 | 1.2 | -7 | -0.2 | 1
Cc1cc(OCCCN2CCN(Cc3ccccc3)CC2)ccc1[N+](=O)[O-] | 7 | -1.9 | -0.9 | 2 | 0 | 0.1 | -1 | -3.7 | -4 | 0.5 | -6
Cc1nnc2sc(SCC(=O)Nc3nccs3)nn2c1=O | 0 | -1.1 | -0.8 | 0 | 2 | 0.6 | 1 | 1.3 | 3 | 1.3 | -6
CC(=O)c1ccc(S(=O)(=O)NCCc2cn3ccc(C)cc3n2)cc1 | 3 | -0.9 | 0.1 | 0 | 1 | 1.9 | -1 | -1.1 | -5 | 0.9 | -7

Bioassay records from PubChem BioAssay.
